Rin1-Abl PPI inh: inhibitors of human Rin1-Abl protein interaction. P00519+Q13671. TR-FRET Rin1/Abl binding, biochemical. inhibition, % at 7.35 µM. 0.4% of 360,000 active; in the data active = inhibition above about 5%, passing the limit was not always enough
MsrA inh: inhibits bovine methionine sulfoxide reductase A | purified bovine MsrA, absorbance read-out | inhibition, % at 15.5 µM | 0.75% of 360,000 active; in the data active = inhibition above about 4.5%;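 also: 0% = vehicle wells with enzyme and 100% = reference inhibitor wells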
MT1-MMP act inh: blocks activation of human MT1-MMP | P50281 | HT1080 RFP-PRO-GFP cells, GFP/RFP ratio fluorescence, overnight; percent of plate control window, DMSO zero | GFP/RFP ratio change, % at 20 µM | 0.061% of 360,000 active | AID 651647;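 active = GFP/RFP ratio change of at least 30% with cell ATP level not reduced by more than half and red fluorescence within 50% of control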; also: strong numbers were not always called active
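Test system: HT1080 RFP-PRO-GFP cells; Benchmarks: DMSO and RFP-L50D-GFP cell wells; Timing: cells overnight before dosing, compound overnight, 37 °C, 5% CO2; Compound: one 20 µM compound dose with 1% DMSO; Read-out: GFP/RFP fluorescence ratio.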
bovine MsrA act: bovine methionine sulfoxide reductase A activation | purified bovine MsrA, absorbance read-out | activation, % at 10.6 µM | 0.3% of 360,000 active | AID 602163; in the data active = activation above about 7.5%;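 also: 0% = vehicle and 100% = reference activator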
NRP1-CendR mod: alters CendR peptide binding to human NRP-1; O14786; FAM-RPARPAR peptide binding to NRP-1, fluorescence polarization; inhibition, % at 25 µM; 0.85% of 360,000 active; AID 602438;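 active = inhibition or corrected inhibition above about 18%, plus a signal ratio from 0.5 to 1.5, limit read from the data, passing the limit was not always enough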; also: strong numbers were not always called active
Neddylation inh: cullin neddylation inhibition; P61081+Q13564; TR-FRET cullin neddylation, biochemical; calls only at 25 µM; 0.58% of 360,000 active; in the data active = inhibition above about 36%
Target sequence (P61081 whole entry, looked up): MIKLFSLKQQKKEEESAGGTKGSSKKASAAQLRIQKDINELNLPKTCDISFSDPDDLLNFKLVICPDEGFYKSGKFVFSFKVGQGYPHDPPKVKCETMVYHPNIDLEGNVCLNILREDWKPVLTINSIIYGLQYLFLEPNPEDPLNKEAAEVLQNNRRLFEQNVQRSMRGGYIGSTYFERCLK
Target sequence (Q13564 whole entry, looked up): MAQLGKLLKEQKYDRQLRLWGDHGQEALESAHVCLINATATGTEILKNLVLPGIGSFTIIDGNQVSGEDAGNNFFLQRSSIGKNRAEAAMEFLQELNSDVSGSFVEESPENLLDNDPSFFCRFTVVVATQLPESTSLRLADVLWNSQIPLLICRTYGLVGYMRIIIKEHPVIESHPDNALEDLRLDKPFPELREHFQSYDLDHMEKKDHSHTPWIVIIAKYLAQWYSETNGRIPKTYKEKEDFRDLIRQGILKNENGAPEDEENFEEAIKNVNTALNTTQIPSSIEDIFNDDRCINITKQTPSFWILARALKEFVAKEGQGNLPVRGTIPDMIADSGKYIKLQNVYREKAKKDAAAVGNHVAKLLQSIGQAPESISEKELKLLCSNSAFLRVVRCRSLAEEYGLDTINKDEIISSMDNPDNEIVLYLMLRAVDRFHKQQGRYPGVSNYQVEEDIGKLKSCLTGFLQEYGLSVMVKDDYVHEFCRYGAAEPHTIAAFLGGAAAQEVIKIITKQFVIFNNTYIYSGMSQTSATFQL
E coli Lon inh: E. coli protease La inhibition; inhibition, % at 7.94 µM; purified E. coli Lon protease, fluorescence polarization; 0.42% of 360,000 active; in the data active = inhibition above about 13%, passing the limit was not always enough;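 also: 0% = enzyme with probe and DMSO and 100% = no enzyme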
FAS-TE inh: FAS thioesterase (human) inhibition. recombinant FAS-TE, OMFH fluorogenic substrate, fluorescence endpoint. inhibition, % at 15 µM. 0.67% of 360,000 active. AID 602261;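 active = compounds whose normalised, plate-corrected inhibition of enzyme fluorescence in the single-dose primary screen is 50% or more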;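 also: 0% = DMSO with enzyme and 100% = substrate without enzyme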
SKN-1 inh: inhibitors of C. elegans SKN-1 | C. elegans VP596 Pgst-4::GFP/RFP ratio, acrylamide-induced, 24 h | inhibition, % at 21.8 µM | 0.49% of 360,000 active | AID 624304;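 active = interference check ratio from 0.5 to 1.5 plus GFP to RFP signal ratio inhibition reaching or exceeding a fixed threshold, cut at about 30% in these data, passing the limit was not always enough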; also: some compounds called inactive have numbers as strong as hits
* marks the source's active call; other numbers are inactive results; i = inactive; · = not tested or not shown; + = active, no number.

The first 5 compounds as a preview:
Molecule | Rin1-Abl PPI inh | MsrA inh | MT1-MMP act inh | bovine MsrA act | NRP1-CendR mod | Neddylation inh | E coli Lon inh | FAS-TE inh | SKN-1 inh
CCOC(=O)C1CCCN(C(=O)C2c3ccccc3Oc3ccccc32)C1 (configuration not stated) | -4 | 1.0 | -178 | 0 | 136 | i | + | -74 | 48
COc1ccc(CN2C(=O)C(CC(=O)NCCN3CCOCC3)CC(C(=O)N(C)C)=C2C)cc1 (configuration not stated) | -2 | -0.7 | 0 | -1 | 12 | i | -2 | -6 | 2
CCOc1ccccc1NC(=O)CN1CCN(Cc2ccccc2)CC1 | 4 | -0.6 | 0 | 2 | -1 | i | 6 | -3 | 11
CC(C)C(c1nnnn1Cc1ccc(F)cc1)N1CCN(c2ccc(O)cc2)CC1 (configuration not stated) | -3 | 2.4 | -5 | -4 | -12 | i | 4 | 3 | 12
CCCn1c(SCC(=O)c2cc(C)ccc2C)n[nH]c1=O | -1 | 0.6 | 7 | 0 | 3 | i | 2 | -6 | 25

The whole of this part, from the start:
Molecule | Rin1-Abl PPI inh | MsrA inh | MT1-MMP act inh | bovine MsrA act | NRP1-CendR mod | Neddylation inh | E coli Lon inh | FAS-TE inh | SKN-1 inh
CCOC(=O)C1CCCN(C(=O)C2c3ccccc3Oc3ccccc32)C1 (configuration not stated) | -4 | 1.0 | -178 | 0 | 136 | i | + | -74 | 48
COc1ccc(CN2C(=O)C(CC(=O)NCCN3CCOCC3)CC(C(=O)N(C)C)=C2C)cc1 (configuration not stated) | -2 | -0.7 | 0 | -1 | 12 | i | -2 | -6 | 2
CCOc1ccccc1NC(=O)CN1CCN(Cc2ccccc2)CC1 | 4 | -0.6 | 0 | 2 | -1 | i | 6 | -3 | 11
CC(C)C(c1nnnn1Cc1ccc(F)cc1)N1CCN(c2ccc(O)cc2)CC1 (configuration not stated) | -3 | 2.4 | -5 | -4 | -12 | i | 4 | 3 | 12
CCCn1c(SCC(=O)c2cc(C)ccc2C)n[nH]c1=O | -1 | 0.6 | 7 | 0 | 3 | i | 2 | -6 | 25
COc1cc(C(=O)NCc2ccc(F)cc2)cc(Cl)c1OC | -1 | -0.8 | 2 | -3 | -4 | i | -5 | 11 | 17
O=C(Nc1ccc(N2CCOCC2)cc1)c1ccc(S(=O)(=O)N2CCCCC2)cc1 | -2 | -0.4 | 0 | -1 | 5 | i | 5 | -6 | 7
CC(C)c1cc(C(=O)OCC(=O)NC2CCS(=O)(=O)C2)c(O)c(C(C)C)c1 (configuration not stated) | 2 | 0.2 | 0 | -1 | -6 | i | 3 | -2 | 13
COc1ccc(C(=O)COc2ccc3ccc(=O)oc3c2)c(OC)c1 | 0 | 0.7 | 3 | -3 | -2 | i | -4 | 10 | 1
CCn1c(COC(=O)CNC(=O)c2ccccc2)nc2cc(S(=O)(=O)N(C)C)ccc21 | 1 | 0.6 | 0 | 0 | -14 | i | 1 | -8 | 2
CCOC(=O)C1(Cc2cccc(OC)c2)CCN(Cc2ccccc2OC)CC1 | 1 | -0.8 | -3 | -7 | -3 | i | -8 | -6 | -6
O=C(O)COc1ccc(/C=N/NC(=O)C2CCCN2S(=O)(=O)c2ccc(Cl)cc2)cc1 (configuration not stated) | -5 | -0.8 | -10 | -3 | -4 | i | 2 | -4 | -23

Later entries
Molecule | Rin1-Abl PPI inh | MsrA inh | MT1-MMP act inh | bovine MsrA act | NRP1-CendR mod | Neddylation inh | E coli Lon inh | FAS-TE inh | SKN-1 inh
CCOC(=O)NC(=O)CSc1nc2ccc([N+](=O)[O-])cc2[nH]1 | -2 | 1.3 | -3 | -7 | 3 | i | 1 | 17 | -6
COc1ccccc1OCC(=O)NC1CC(C)(C)NC(C)(C)C1 | 0 | 1.8 | 1 | -6 | 6 | i | 3 | -1 | 12
CN1CCN(c2ccc(S(=O)(=O)N3CCOCC3)cc2NC(=O)Cc2ccccc2F)CC1 | 4 | 0.3 | -3 | 1 | -8 | i | 1 | -4 | 2
COc1cc(/C=N/NC(=O)c2ccoc2C)ccc1O | -1 | 2.6 | 5 | -4 | -1 | i | -6 | -10 | -8
O=C(CC1C(=O)NCCN1CC1CCCCC1)NCCCN1CCOCC1 (configuration not stated) | 0 | 0.3 | -2 | -1 | 10 | i | 5 | -7 | 0
CC(C)(C)c1[nH]nc2c1C(c1cccnc1)C(C#N)=C(N)O2 (configuration not stated) | 2 | -0.9 | 3 | -2 | -1 | i | 1 | -2 | 3
COc1cc(C=CC(=O)N2CCN(CC(=O)N3CCCC3)CC2)cc(OC)c1OC | -4 | 0.1 | 1 | -4 | -8 | i | 7 | -6 | -16
CC(C)C(=O)Nc1cccc(NC(=S)NC(=O)c2ccc3c(c2)OCO3)c1 | -2 | 0.9 | · | -2 | 11 | i | 2 | -4 | -1
Cc1snc2sc(C(=O)c3ccc(F)cc3)c(N)c12 | 0 | -1.3 | 1 | 0 | -6 | i | -5 | -3 | 3
COc1ccc(CNC(=O)C2CC(c3ccccc3C(F)(F)F)=NO2)cc1 (configuration not stated) | 0 | 0.1 | 3 | 0 | 4 | i | -7 | -3 | -10
CCOc1ccc(CCNC(=O)c2cnc(C)cn2)cc1OCC | 4 | -1.8 | 3 | -2 | -3 | i | -3 | -3 | 0
COc1ccc(-c2nnc3ccc(SCC(=O)NCc4ccco4)nn23)cc1OC | -8 | -0.5 | 2 | -1 | 10 | i | 2 | -4 | 4

Next records.
Molecule | Rin1-Abl PPI inh | MsrA inh | MT1-MMP act inh | bovine MsrA act | NRP1-CendR mod | Neddylation inh | E coli Lon inh | FAS-TE inh | SKN-1 inh
CN(C)C=NC(=O)c1cc(C(=O)c2ccccc2)c[nH]1 | 4 | -0.1 | 0 | -8 | -10 | i | -2 | -8 | 2
COc1ccc(CCn2c(=N)c(S(=O)(=O)c3ccccc3)cc3c(=O)n4ccccc4nc32)cc1 | -8 | 0.3 | -57 | -3 | -18 | i | -2 | 23 | -3
CC(=O)N=C1SC2CS(=O)(=O)CC2N1c1ccccc1Cl (configuration not stated) | -2 | -1.3 | -5 | 0 | 0 | i | -11 | -9 | 23
CNC(=O)CCn1nc(-c2ccc(C)cc2)c2ccccc2c1=O | 1 | · | -3 | -1 | -10 | i | 1 | 2 | 8
CSc1ccccc1OCc1cc(C(=O)NC(C)Cc2cccc(C)n2)no1 (configuration not stated) | 0 | -0.1 | 1 | -3 | -2 | i | 7 | 7 | 9
CC1CCc2sc(C(=O)NNC(=S)NCC3CCCO3)cc2C1 (configuration not stated) | 3 | -0.1 | -2 | -1 | -2 | i | -12 | -4 | 12
O=C(COC(=O)c1ccc(Cl)nc1)NC(=O)c1ccccc1 | 1 | -0.1 | 1 | -7 | -5 | i | -4 | -2 | 14
O=C1C(=O)N(CCCN2CCOCC2)C(c2ccc([N+](=O)[O-])cc2)/C1=C(/O)c1ccc2c(c1)OCO2 (configuration not stated) | 0 | 5.7* | -2 | -4 | 5 | i | 1 | 2 | 10
COc1ccc(CNC(=O)C(NC(C)=O)C(=O)Nc2ccc(C(C)C)cc2)cc1 (configuration not stated) | 0 | 0.6 | 8 | -10 | -4 | i | -1 | -5 | -8
C/C(=N/NC(=O)Cc1c(C)[nH][nH]c1=O)c1ccc(O)cc1 | -1 | 0.4 | 0 | -9 | 8 | i | -18 | -9 | -3
Cc1ccc(Cl)cc1N(CC(=O)N1CCCCCC1)S(C)(=O)=O | -2 | -1.0 | 1 | 3 | 14 | i | -4 | -4 | 6
OC(c1ccccn1)C(O)c1ccccn1 (configuration not stated) | 3 | -0.2 | 0 | -4 | -2 | i | 4 | -6 | 10

Next part
Order of results: Rin1-Abl PPI inh	MsrA inh	MT1-MMP act inh	bovine MsrA act	NRP1-CendR mod	Neddylation inh	E coli Lon inh	FAS-TE inh	SKN-1 inh
O=C(c1ccccc1)N1CCN(C(=O)N2CCOCC2)CC1
 : -3	-1.1	1	0	12	i	-3	-10	0
Cc1c(CC(=O)NCC(=O)O)c(=O)oc2cc3oc4c(c3cc12)CCCC4
 : 1	-0.1	3	-1	1	·	-5	-8	-2
COC(=O)c1ccc(C2C(C#N)=C(C)NC3=C2C(=O)CC(C)(C)C3)cc1 (configuration not stated)
 : -3	0.8	4	-1	1	·	-8	20	15
CCOC(=O)c1ccccc1NC(=O)CSC(C)C(=O)Nc1cc(C)on1 (configuration not stated)
 : -4	-0.8	-6	-2	-6	i	-12	-6	6
O=C(Cc1ccc(Br)cc1)NCCc1ccccc1
 : 4	0.7	2	1	4	i	7	-1	1
COCC1CCN(C(=O)c2ccc(OC3CCN(Cc4ccccn4)CC3)cc2)C1 (configuration not stated)
 : -1	0.3	-2	-4	4	i	-6	-7	-4
COc1ccccc1OCCOCCn1cnc2ccccc2c1=O
 : 0	-0.1	2	-1	-10	i	7	-5	3
COc1ccccc1C(=O)NC(CCSC)C(=O)NCc1ccccn1 (configuration not stated)
 : -2	1.1	1	-1	2	i	10	-7	9
CC1CCCC(NC(=O)CCCn2c(=S)[nH]c3ccccc3c2=O)C1C (configuration not stated)
 : -3	-1.4	2	-7	3	i	-5	4	0
CCCNC(=O)CCn1nc(-c2ccccc2)c2ccccc2c1=O
 : 1	·	0	-4	10	i	0	-5	-5
COC(=O)c1ccc2nc(-c3cccc(Cl)c3)c(Cc3ccccc3OC)n2c1
 : 2	0.1	-3	-4	-6	i	-21	3	14
O=C(CN1C(=O)COc2ccc(S(=O)(=O)N3CCOCC3)cc21)Nc1cccc(Cl)c1
 : 3	-1.1	-1	-4	-5	i	19*	14	13
CN(C(=O)CSc1nc2ccc(Cl)cc2[nH]1)C1CCS(=O)(=O)C1 (configuration not stated)
 : 4	0.5	·	-12	-3	i	2	-3	-4
Cc1cccc(C(=O)N2CCN(c3ccc([N+](=O)[O-])c(NCc4ccco4)c3)CC2)c1
 : -4	1.6	-4	-7	-2	i	0	14	1
O=C(Nc1cccc(Cl)c1)c1nc[nH]c1C(=O)NCCCNC(=O)c1[nH]cnc1C(=O)Nc1cccc(Cl)c1
 : 5	-0.1	9	-1	-8	i	-2	4	0
O=[N+]([O-])c1c(Nc2ccccc2O)cc(N2CCOCC2)c2nonc12
 : -10	18*	-9	-6	-1	i	0	16	-1
COC(=O)c1ccc(CSc2nc3cc(Cl)ccc3o2)cc1
 : -1	-0.2	-3	-2	-6	i	4	28	17
CC12CCCCC1C(C(N)=O)C(=O)O2 (configuration not stated)
 : 3	0.3	0	-4	4	i	-1	-6	-7
Cn1c(=O)c2cc(NC(=O)NCCc3ccccc3)ccc2n1Cc1cccc(C(F)(F)F)c1
 : 0	0.9	7	-2	-9	·	3	14	12
C=CCNC(=S)Nc1cccc(NC(=S)NCC=C)c1
 : -1	0.2	-1	0	-2	i	-5	-8	-10
COCCNC(=O)c1c(NC(=O)c2nc(SC)ncc2Cl)sc2c1CCCC2
 : 0	-0.2	-19	-3	-14	i	-11	-17	-4
CCC1(C)COC(C)(CC(=O)NNC(=O)Nc2ccccc2)OC1 (configuration not stated)
 : 4	0.5	-3	-3	-18	i	3	-3	-7
COc1ccccc1NS(=O)(=O)c1cc(NC(=O)CN2C(=O)NC3(CCCCC3)C2=O)ccc1C
 : 3	1.7	1	-2	-6	i	14	0	10
Cc1ccc(S(=O)(=O)c2nc(-c3ccc(F)cc3)oc2N2CCOCC2)cc1
 : 0	0.7	-4	0	8	i	-2	5	27
O=C(NC1CCCCC1)c1nc2c(nnn2Cc2ccccc2Cl)c(=O)[nH]1
 : 1	-0.7	8	-6	12	i	-5	4	2
O=c1cccccc1NN=C1CCCCC1
 : 0	0.4	-6	-2	-6	i	-53	-11	5

2 entries from above, as labelled records.
CC1CCCC(NC(=O)CCCn2c(=S)[nH]c3ccccc3c2=O)C1C (configuration not stated)
  Rin1-Abl PPI inh = -3 | MsrA inh = -1.4 | MT1-MMP act inh = 2 | bovine MsrA act = -7 | NRP1-CendR mod = 3 | Neddylation inh = i | E coli Lon inh = -5 | FAS-TE inh = 4 | SKN-1 inh = 0
CCCNC(=O)CCn1nc(-c2ccccc2)c2ccccc2c1=O
  Rin1-Abl PPI inh = 1 | MsrA inh = · | MT1-MMP act inh = 0 | bovine MsrA act = -4 | NRP1-CendR mod = 10 | Neddylation inh = i | E coli Lon inh = 0 | FAS-TE inh = -5 | SKN-1 inh = -5
